Screening data from PubChem.
Vif-A3G inh: blocks the Vif interaction with human APOBEC3G | Potency, µM (titrated, usually from 46.1 µM), for inactives: at the top dose activity, negative = active, hits mostly inhibitors | HeLa A3G-eYFP + Vif (tagged APOBEC3G with the HIV-1 protein that degrades it), YFP fluorescence, overnight | actives 0.076% (n = 410,000) | Q9HC16 | AID 602310;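 also: potency is read from the fitted curve at half-maximal effect; % is scaled to controls: 0 for no effect and ±100 for the full control effect; nearly all actives have a fitted effect of over 60% in size; hits raise eYFP signal because A3G escapes Vif-driven loss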
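HeLa cells stably expressing Vif and C-terminally eYFP-tagged A3G, seeded overnight at 37 deg C, then exposed to compound by pintool overnight at 37 deg C. Rise in yellow fluorescence (Ex 488/Em 500-530, Acumen) marks blocked Vif-driven A3G degradation.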
Vif-APOBEC3F blk: blocks the Vif interaction with APOBEC3F; actives 0.2% (n = 390,000); Potency, µM (top dose mostly 46.1 µM), without a hit: at the highest dose activity, negative = active; HeLa A3F-eYFP + Vif (tagged APOBEC3F with the HIV-1 protein that degrades it), YFP fluorescence increase; also: potency is read from the fitted curve at half-maximal effect; % of control where 0% means no effect; nearly all actives have a fitted effect of over 65% in size
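HeLa cells stably expressing Vif plus C-terminally eYFP-tagged A3F were seeded, incubated overnight at 37 deg C, dosed with compound, incubated overnight again at 37 deg C. Yellow fluorescence (Ex 488/Em 500-530) reported blocked Vif-mediated A3F-eYFP degradation.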
TrxR1 inh: inhibitors of rat thioredoxin reductase 1; O89049; AID 588453; recombinant rTrxR1, NADPH fluorescence consumption, selenite substrate; Potency, µM (titrated, usually from 114 µM), inactives show top-dose activity change, negative = inhibition, actives largely listed as inhibitors; actives 1% (n = 390,000); also: potency is read from the fitted curve at half-maximal effect; % is scaled to controls: 0 for no effect and ±100 for the full control effect; nearly all actives have a fitted effect of over 65% in size
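Rat TrxR1 (90 nM in the dispensed reagent) was pre-reduced with 400 uM NADPH for 5 min at room temperature, then incubated with compound for 15 min. After 400 uM selenite was added, NADPH fluorescence (Ex 340/Em 450 nm) was followed for 8 min.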
GRP78 ERSR act: ER stress response induction in glioma; actives 0.02% (n = 420,000); AID 602332; U87-MG GRP78 promoter luciferase reporter, 16 h; Potency, µM, without a hit: at the top dose activation, most hits filed as activators; also: potency is read from the fitted curve at half-maximal effect; series mostly up to about 76 µM; % of control where 0% means no effect; nearly all actives have a fitted effect of over 35% in size
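Stably transfected U87-MG human glioma cells carrying a GRP78-based luminescent sensor were seeded at 1000 cells/well, pin-dosed with compounds and incubated 16 h. Luciferase reagent was then added, and end-point luminescence was read after 10 min at room temperature.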
mIDH1 inhibitor: blocks human mutant IDH1 R132H enzyme. O75874. IDH1-R132H enzyme, NADPH consumption, diaphorase/resazurin fluorescence. Potency, µM (doses to about 76.6 µM), inactives show at the top dose activity change, negative = inhibition, hits mostly inhibitors. actives 0.093% (n = 390,000); also: potency is read from the fitted curve at half-maximal effect; % is scaled to controls: 0 for no effect and ±100 for the full control effect; nearly all actives have a fitted effect of over 65% in size
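IDH1-R132H (0.5 ug/mL dispensed) in pH 7.5 Tris buffer was preincubated 30 min with compound, then given a substrate mix of 0.016 mM NADPH and 2 mM alpha-KG for 80 min at room temperature; remaining NADPH was read by diaphorase/resazurin fluorescence.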
USP1 inh: blocks the human USP1/UAF1 deubiquitinase complex; O94782; recombinant USP1/UAF1, Ub-Rhodamine cleavage fluorescence; Potency, µM (titrated, usually from 57.1 µM), without a hit: at the highest dose activity change, negative = inhibition, usual class: inhibitors; actives 0.23% (n = 390,000); AID 743255; also: potency is read from the fitted curve at half-maximal effect; % is scaled to controls: 0 for no effect and ±100 for the full control effect; nearly all actives have a fitted effect of over 60% in size; inactives centre near -12
Target sequence (O94782 whole entry, looked up): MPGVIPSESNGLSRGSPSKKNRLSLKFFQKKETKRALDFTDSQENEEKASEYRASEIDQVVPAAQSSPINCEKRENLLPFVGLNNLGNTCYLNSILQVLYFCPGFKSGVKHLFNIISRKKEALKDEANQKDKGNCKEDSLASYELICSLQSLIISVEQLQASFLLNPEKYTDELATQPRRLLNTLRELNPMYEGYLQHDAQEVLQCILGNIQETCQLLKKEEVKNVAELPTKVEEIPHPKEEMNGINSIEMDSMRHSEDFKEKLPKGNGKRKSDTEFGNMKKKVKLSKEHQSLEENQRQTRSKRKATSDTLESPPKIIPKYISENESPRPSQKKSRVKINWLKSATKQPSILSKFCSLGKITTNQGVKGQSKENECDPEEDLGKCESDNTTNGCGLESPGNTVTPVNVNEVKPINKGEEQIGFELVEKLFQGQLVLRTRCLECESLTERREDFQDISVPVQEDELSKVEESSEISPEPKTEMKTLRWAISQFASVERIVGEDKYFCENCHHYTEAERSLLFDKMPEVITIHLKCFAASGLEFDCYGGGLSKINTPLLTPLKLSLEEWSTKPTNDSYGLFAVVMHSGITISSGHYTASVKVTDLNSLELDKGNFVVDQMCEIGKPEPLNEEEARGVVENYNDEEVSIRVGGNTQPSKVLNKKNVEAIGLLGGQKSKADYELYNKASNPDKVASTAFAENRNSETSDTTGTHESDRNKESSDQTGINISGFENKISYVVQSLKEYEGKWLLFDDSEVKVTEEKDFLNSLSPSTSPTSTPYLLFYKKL
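High-throughput fluorogenic screen: 1nM USP1/UAF1 complex, Ub-Rho substrate 150nM final, 50mM HEPES pH 7.8 with 0.5mM EDTA, 0.1 mg/ml BSA, 1mM TCEP and 0.01% Tween-20.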
RGS4 inh: human RGS4 inhibition; P49798; Transcreener GDP fluorescence polarization, RGS4-accelerated GTP hydrolysis; Potency, µM (highest dose often 114 µM), for the others: at the top dose activity change, negative = inhibition, hits mostly inhibitors; actives 0.039% (n = 390,000); AID 504845; also: potency is read from the fitted curve at half-maximal effect; % is scaled to controls: 0 for no effect and ±100 for the full control effect; nearly all actives have a fitted effect of over 75% in size; some results filed as inactive show a strong effect at the top dose
Target sequence (P49798 whole entry, looked up): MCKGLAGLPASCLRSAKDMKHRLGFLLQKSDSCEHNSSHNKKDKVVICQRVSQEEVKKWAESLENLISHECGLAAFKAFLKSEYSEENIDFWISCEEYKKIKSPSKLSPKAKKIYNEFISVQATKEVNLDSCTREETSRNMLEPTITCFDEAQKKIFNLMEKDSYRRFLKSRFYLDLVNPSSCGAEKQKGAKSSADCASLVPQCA
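MLSMR compounds (23 nl, pin-transferred) preincubated 10 min at room temperature with a 500nM (2x) first reagent, then RGS4 at 900nM (2x) plus Transcreener GDP mix added; fluorescence polarization (620/688 nm) read before and after 90 min at 30 °C.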
LDHA block: LDHA (human) enzyme inhibition; P00338; purified LDHA, NADH/diaphorase-resazurin fluorescence; active compounds read low; activity change, % (values are at about 110 or 230 µM); actives 0.15% (n = 480,000); AID 1347041; in the data active = activity change below about -30%; inconclusive = mostly about -25% to -30%;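 also: plate controls were DMSO wells for no effect and wells without enzyme for full effect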
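Remaining NADH was detected by diaphorase (0.133 mg/mL) converting 37 µM resazurin to fluorescent resorufin, read at 0 and 20 minutes. The preceding 5-minute room-temperature reaction used 2 nM LDHA, 0.2 mM sodium pyruvate and 0.06 mM NADH at pH 7.4.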
TrxR1 substrate: rat thioredoxin reductase 1 substrate activity. O89049. purified TrxR1 substrate turnover, NADPH consumption readout. Potency, µM (top dose mostly 114 µM), without a hit: at the highest dose activity change, negative = substrate turnover. actives 0.01% (n = 390,000). AID 588456; also: potency is read from the fitted curve at half-maximal effect; % is scaled to controls: 0 for no effect and ±100 for the full control effect; nearly all actives have a fitted effect of over 50% in size
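Rat TrxR1, dispensed at 90 nM, was prereduced with 400 uM NADPH (final) for 5 min at ~22 deg C, then incubated with compound 15 min before 400 uM selenite. A first-read NADPH fluorescence drop versus no-compound background flagged substrates.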
An asterisk follows results filed as active; ? = inconclusive; . = no result given; & = joins results of further samples; [ ] = another dose, or the depositor's remark. Unless noted, calls follow the shape of the dose curve; as a rule, active = well fitted curve in the direction sought with a large enough effect; inconclusive = small, poorly fitted or top-dose-only effect, or another doubt; inactive = no such curve, though single readings can be large; an effect the other way counts as inactive or inconclusive. An excerpt; the hit share may differ from the screen's.

SMILES	Vif-A3G inh	Vif-APOBEC3F blk	TrxR1 inh	GRP78 ERSR act	mIDH1 inhibitor	USP1 inh	RGS4 inh	LDHA block	TrxR1 substrate
O=C1c2ccccc2C(=O)c2c(O)c(O)cc(O)c21	0%	-5%	-6%	-4%&0%&-2%	-5%	-34%	-9%	50	-1%
COc1cc2c(c(OC)c1OC)-c1c(cc(OC)c(OC)c1OC)C[C@H](C)[C@H](C)C2	-6%	0%	5%	-1%	-2%[38.3 µM]	-20%	32%	-5	-9%
O=C1c2c(O)cccc2C(C2OC(CO)[C@@H](O)[C@H](O)[C@H]2O)c2cc(CO)cc(O)c21 (some centres undefined)	2%	-7%	-18%[57.1 µM]	-5%	4%	-18%	-42%	11	-6%
COc1cc(C(=O)NCCCCCC(=O)O)cc(OC)c1OC	-4%	5%	13%	-3%&-2%	-6%	10%	7%	-14	1%
Cc1nc2nc(NC(=O)c3cccc(Cl)c3)[nH]n2c(=O)c1Cc1ccccc1	-2%	-4%	-6%	-2%	0%	-14%	-13%	-1	-5%
COc1cc(NC(=O)c2cc(C3CC3)on2)c(OC)cc1Cl	-3%	4%	12%	-2%	11%	-17%	-10%	0	9%[57.1 µM]
COc1ccc2c(CNCCc3ccccc3OC)c(C(=O)O)n(Cc3ccc(F)cc3Cl)c2c1	-7%	-13%	-2%	-1%	-2%	-20%	18%	7	-7%
CN1CCN(c2c(F)cc3c(=O)c(C(=O)O)cn4c3c2SCC4)CC1	-4%	4%	9%[57.1 µM]	-6%&-1%	1%	-13%	10%	14	54%[activator][57.1 µM]
CCOc1ccccc1NC(=O)CSc1nc2ccccc2c2nc(CCn3cncc3C)nn12	?	?	8%[57.1 µM]	-3%	17%	-18%	28%	-7	-5%[57.1 µM]
O=c1c(O[C@@H]2O[C@H](CO)C(O)C2O)c(-c2ccc(O)c(O)c2)oc2cc(O)cc(O)c12 (some centres undefined)	-3%	-1%	-8%	-1%	7%	-30%	-8%	13	-12%
CC(=O)OCC(=O)C1(O)CCC2C3CCC4=CC(=O)C=CC4(C)C3(F)C(O)CC21C (centres undefined)	-1%	-7%	12%[11.4 µM]	-6%	4%	-18%	5%	0	8%[11.4 µM]
COc1ccc(Cn2c(CCC(=O)Nc3cccc(OC)c3)nc3cccnc32)cc1	-1%	5%	27%	-4%	30%[activator]	1%	38%	0	-1%
CCOC(=O)Nc1ccc2c(c1)N(C(=O)CCN1CCOCC1)c1ccccc1S2	-2%&-3%	13%&-6%	16%&5%	-10%&-3%&-4%	5%&5%	-7%&-26%	23%&-22%	-7&-12	-2%&-2%
COc1c(O)cc2c(c1O)[C@@H]1O[C@H](CO)[C@@H](O)[C@H](O)[C@H]1OC2=O	-1%	1%	1%	4%	1%	-3%	-29%	4	-1%
O=C(c1ccccc1)c1ccc2n1CCC2C(=O)O (centres undefined)	-2%	-2%	-3%[57.1 µM]	-2%&-1%&-5%	-5%	-15%	2%[56.9 µM]	-3	?
Nc1ncnc(Nc2ccccc2)n1	3%	3%	10%	1%&0%	6%	-17%	-1%	-4	7%
Cc1nc2c([nH]1)c(=O)n(C)c(=O)n2Cc1ccco1	-1%&1%	.	22%[57.1 µM]	0%&-3%&0%&-2%	.	.	?	-2&2	10%[57.1 µM]
CCC12CCCN3CCc4c(n(c5ccccc45)C(O)(C(=O)OC)C1)C32 (centres undefined)	-7%	?	19%[57.1 µM]	2%	-2%	?	-10%	6	8%[57.1 µM]
O=C(O)CCCCCCCC(=O)O	-3%	4%	-11%[57.1 µM]	-1%&-2%&-3%&-3%	0%	-16%	-14%[56.9 µM]	2	-3%[57.1 µM]
CN(C)CCC[C@@]1(c2ccc(F)cc2)OCc2cc(C#N)ccc21	3%	-1%	28%	-1%&-4%&-6%	8%	?	-3%	-15	3%
CN(C)CCOC(=O)C(c1ccccc1)C1(O)CCCC1 (centres undefined)	-3%	2%	2%	0%&-5%	26%	-7%	9%	-5	-3%
CCCN(CCC)C(=O)C(CCC(=O)O)NC(=O)c1ccccc1 (centres undefined)	-1%	8%	4%[57.1 µM]	-3%&-3%&-4%	9%	-11%	-4%[56.9 µM]	-5	6%[57.1 µM]
Cc1cc(NC(=O)C2CCN(S(=O)(=O)c3ccc4[nH]c(=O)oc4c3)CC2)ccc1Br	1%	2%	15%[57.1 µM]	2%	2%	-5%	3%	-7	-1%[57.1 µM]
Oc1cc2c(cc1O)C1c3ccc(O)c(O)c3OCC1(O)C2 (centres undefined)	-23%&3%	?	?	-11%&6%&1%	-3%	14%	?	-2&3	-4%&1%
CCOc1ccc(NC(=S)N2CCC(C(O)(c3ccccc3)c3ccccc3)CC2)cc1	2%	8%	1%	-2%	8%	-6%	7%	-12	-3%

Continued.
SMILES	Vif-A3G inh	Vif-APOBEC3F blk	TrxR1 inh	GRP78 ERSR act	mIDH1 inhibitor	USP1 inh	RGS4 inh	LDHA block	TrxR1 substrate
Cc1ccsc1/C=C/C1=NCCCN1C	-1%&0%&-3%	1%&0%&-5%	15%&-4%&-6%	-2%&-1%&-3%&-3%	5%&-2%&16%	-20%&-12%&-20%	-1%&17%&-8%	-8&-6&-4	-5%&-18%&-2%
Cc1cc(Cl)ccc1NC(=O)Cn1nc(C)c2c(C)n(-c3ccccc3)nc2c1=O	.	.	12%	.	.	?	9%	-14	-2%
CC(=O)N(CC(O)CO)c1c(I)c(C(=O)NCC(O)CO)c(I)c(C(=O)NCC(O)CO)c1I (centres undefined)	-1%	0%	16%	-1%&-3%	15%	-26%	-8%	-8	4%
CCC(Cc1c(I)cc(I)c(N)c1I)C(=O)O (centres undefined)	-3%	-5%	15%	0%&-7%	7%	-26%	9%	-11	7%
COc1cc(C)nc(-n2nc(C)cc2OC)n1	-1%	7%	19%	2%&-2%	2%	-3%	26%	-5	-1%
Cc1oncc1C(=O)Nc1ccc(C(F)(F)F)cc1	3%	0%	17%[57.1 µM]	-2%&-4%&-6%&-4%	0%	-6%	4%[56.9 µM]	-10	1%[57.1 µM]
CC(C)(C(=O)c1cccnc1)c1cccnc1	-1%&1%	2%	-14%&37%	0%&-2%&-3%	-5%	-23%	-19%	-4&1	-3%&13%
O=C1CCc2cc(OCCCCc3nnnn3C3CCCCC3)ccc2N1	1%	-4%	14%[57.1 µM]	0%&-2%&-1%&-7%	0%	-15%	1%[56.9 µM]	1	6%[57.1 µM]
C[C@H]1c2cccc(O)c2C(O)=C2C(=O)C3(O)C(O)=C(C(N)=O)C(=O)[C@@H](N(C)C)[C@@H]3[C@@H](O)[C@@H]21 (some centres undefined)	0%	3%	-11%	-2%	1%	-23%	-36%	7	-3%
CC1CCc2c(N3CCC(O)CC3)c(F)cc3c(=O)c(C(=O)O)cn1c23 (centres undefined)	-1%	7%	-1%	1%&-3%	-8%	17%	4%	9	-1%
Cc1ccc(CNC(=O)C2CCN(S(=O)(=O)c3c(C)noc3/C=C/c3ccccc3F)CC2)o1	2%	5%	14%[57.1 µM]	-2%	4%	?	-34%	-3	3%[57.1 µM]
Cc1ccc(Cc2c(C)nc3c(-c4ccccc4)c(C)[nH]n3c2=O)cc1	-3%	-2%	12%	-2%	-9%	-31%	11%	-1	6%[11.4 µM]
CC1(C)Oc2ccc(C#N)cc2[C@@H](N2CCCC2=O)[C@@H]1O	-2%	2%	15%	1%	-2%	-4%	16%	-14	4%
COc1ccc(Sc2ccc(NC(=O)c3ccccc3Cl)cc2C#N)cc1	?	-4%	5%[57.1 µM]	-2%	-2%	-13%	-14%	-8	-4%
OCC(O)CN1CCN(c2ccccc2)CC1 (centres undefined)	-1%	5%	20%	-1%&-6%	14%	-23%	9%	-13	7%
COc1cc(C(=O)NC(c2ccccc2Cl)c2cc(Cl)c3cccnc3c2O)cc(OC)c1OC (centres undefined)	-4%	0%	6%[57.1 µM]	-1%	-6%	12%	-2%	1	0%[57.1 µM]
CN1CCC(=C2c3ccccc3CC(=O)c3sccc32)CC1	2%&1%&0%	4%&-3%&-2%	?	-4%&-1%&-2%&0%&-5%&-2%&-5%&-4%	-10%&7%&14%	-15%&-23%&-10%	?	-8&-6&-1	2%
C/C=C(/C)C(=O)O[C@@H]1c2cc3c(c4c2[C@@]2(CO4)C(=O)C(OC)=C(OC)C=C2C[C@@H](C)[C@H]1C)OCO3	0%	0%	2%[57.1 µM]	-3%	15%	-19%	-2%	0	-9%[57.1 µM]
CC(C)(C)c1ccc(S(=O)(=O)c2cnc(SCC(=O)Nc3ccc(F)c(Cl)c3)[nH]c2=O)cc1	1%	0%	6%	1%	?	?	?	-49*	7%[0.457 µM]
CCCc1cc(C(N)=S)ccn1	0%	-1%	-22%	-2%&-3%	-6%	-27%	-7%	-11	7%
COc1ccccc1OC(=O)Oc1ccccc1OC	2%	-7%	17%[57.1 µM]	-2%&-4%	0%	-13%	17%	-19	8%[57.1 µM]

Only TrxR1 substrate, for some of the entries so far:
SMILES | TrxR1 substrate
CCC(Cc1c(I)cc(I)c(N)c1I)C(=O)O (centres undefined) | 7%
COc1cc(C)nc(-n2nc(C)cc2OC)n1 | -1%
